Screens deposited in PubChem BioAssay by National Center for Advancing Translational Sciences (NCATS).
N370S GC: inhibitors or activators of N370S glucocerebrosidase for Gaucher disease; N370S GC spleen homogenate, 4MU-glucoside fluorescence; 330,000 compounds, 0.092% hits; AID 2101; P04062; Potency, µM (highest dose often 59.4 µM), inactives show at the top dose activity change, negative = inhibition, usual class: inhibitors;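 also: 0% = full enzyme activity and -100% = no enzyme basal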
FEN1 inhibitor: human FEN1 inhibition; P39748; Recombinant FEN1 flap cleavage, fluorescence, 15 min; Potency, µM (highest dose often 114 µM), for the others: at the highest dose activity change, negative = inhibition, actives largely listed as inhibitors; 390,000 compounds, 0.35% hits; AID 588795; also: nearly all actives have a fitted effect of over 65% in size
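In this screen, 50 nM flap DNA substrate was added to 10 nM FEN1 pretreated with compound for 15 min at room temperature; cleavage was followed with reads at 0 and 15 min, and Hill fitting gave concentration–response parameters.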
GCN5L2 inh: GCN5L2 (KAT2A) acetyltransferase inhibition | Q92830 | GCN5L2 HAT assay, ThioGlo1 CoA-SH fluorescence | Potency, µM (top dose mostly 58.9 µM), inactives show top-dose activity change, negative = inhibition, hits mostly inhibitors | 390,000 compounds, 0.21% hits | AID 504327
Target sequence (Q92830 whole entry, looked up): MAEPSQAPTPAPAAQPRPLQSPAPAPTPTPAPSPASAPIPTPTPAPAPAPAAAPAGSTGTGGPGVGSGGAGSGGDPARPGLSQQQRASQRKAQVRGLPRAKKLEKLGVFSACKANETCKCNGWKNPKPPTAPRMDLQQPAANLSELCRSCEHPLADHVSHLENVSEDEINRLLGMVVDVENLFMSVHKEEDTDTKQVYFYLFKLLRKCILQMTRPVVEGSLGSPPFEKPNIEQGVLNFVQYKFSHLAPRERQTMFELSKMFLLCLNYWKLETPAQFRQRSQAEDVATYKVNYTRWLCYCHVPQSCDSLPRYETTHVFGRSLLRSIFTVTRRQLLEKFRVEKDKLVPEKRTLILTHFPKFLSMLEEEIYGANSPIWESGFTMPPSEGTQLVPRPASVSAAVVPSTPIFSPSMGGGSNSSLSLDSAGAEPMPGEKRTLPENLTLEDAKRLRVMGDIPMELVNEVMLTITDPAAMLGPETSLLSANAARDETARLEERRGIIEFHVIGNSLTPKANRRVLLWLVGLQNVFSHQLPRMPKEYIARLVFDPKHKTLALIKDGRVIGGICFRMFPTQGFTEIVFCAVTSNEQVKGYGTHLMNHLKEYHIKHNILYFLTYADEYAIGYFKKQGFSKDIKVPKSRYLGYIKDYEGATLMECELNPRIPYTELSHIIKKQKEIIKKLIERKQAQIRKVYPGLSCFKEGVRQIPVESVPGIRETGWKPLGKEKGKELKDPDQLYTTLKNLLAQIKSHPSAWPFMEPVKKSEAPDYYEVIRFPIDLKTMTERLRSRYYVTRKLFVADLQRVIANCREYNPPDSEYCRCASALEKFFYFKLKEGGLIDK
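Preincubate 20nM GCN5L2 with compound 15 min, RT → add 50uM ThioGlo1 + 75uM H3(1-25) + 70uM acetyl-CoA → read fluorescence 0 and 20 min. Primary qHTS; fluorescent artifacts likely.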
* marks the source's active call; other numbers are inactive results; u = inconclusive; x = not tested or not shown; & = joins results of further samples; [ ] = dose if it differs, or a comment. Calls follow the shape of the dose curve; as a rule, active = well fitted curve in the direction sought with a large enough effect; inconclusive = small, poorly fitted or top-dose-only effect, or another doubt; inactive = no such curve, though single readings can be large; an effect the other way counts as inactive or inconclusive. Unless noted, % is scaled to controls: 0 for no effect and ±100 for the full control effect; potency is read from the fitted curve at half-maximal effect.

Below each compound: N370S GC | FEN1 inhibitor | GCN5L2 inh
- CC(=O)c1c(C)n([O-])c2cc(F)c(F)cc2[n+]1=O
    -7% | 4% | -6%
- O=C(NCC1OCCc2ccccc21)c1cc(COc2ccc(F)cc2Cl)on1 (stereo not drawn)
    -1% | 2% | -1%
- c1ccc(N=C(c2cccs2)N2CCOCC2)cc1
    13% | -5% | -10%
- O=C(COC(=O)c1ccc(Cl)c(S(=O)(=O)NCc2ccccc2)c1)NCC1CCCO1 (stereo not drawn)
    3% | -6% | -3%
- CC(C)CN1CC[C@@]2(CCCN(C(=O)c3cnccn3)C2)C1
    -14% | x | 14%
- CC1=Nn2c(nc(-c3ccccc3)c2-c2ccccc2)N(CC(N)=O)C(=O)C1
    -2% | -9% | -2%
- O=C(O)CN1C(=O)/C(=C\c2cc(Br)ccc2OCc2ccc(F)cc2)SC1=S
    u | u | u
- CCOC(=O)c1nn(-c2ccc(F)cc2)c(C)c1C(C)=O
    6% | -2% | -2%
- N#Cc1cc2ccccc2nc1SCC(=O)Nc1ccc(S(=O)(=O)N2CCCC2)cc1
    -9% | 2% | -3%
- Cc1ccc(NNC(=O)c2cc(C)on2)c(C)c1
    -3% | 3% | -8%
- Cc1nc2ccccc2c(=O)n1/N=C/c1ccccc1Cl
    -2% | -13% | -1%
- O=C(CCOc1ccccc1)Nc1ccccc1
    -5% | 9% | -4%
- CO[C@H]1/C=C/O[C@@]2(C)Oc3c(C)c(O)c4c(O)c(c5c(c4c3C2=O)NC2(CCN(CC(C)C)CC2)N=5)=NC(=O)/C(C)=C\C=C\[C@H](C)[C@H](O)[C@@H](C)[C@@H](O)[C@@H](C)[C@H](OC(C)=O)[C@@H]1C
    -10% | u | 11%
- O=C(O)CC(C(=O)O)N1C(=O)/C(=C/c2ccc(-c3nc4ccccc4s3)o2)SC1=S (stereo not drawn)
    -6% | 35µM* | u
- CC(=O)OCC1(C)CN(c2ccccc2)N(C(C)=O)C1=O (stereo not drawn)
    -13% | -1% | 2%
- Cc1cc(OC(C)C(=O)NCCCN2CCOCC2)c2c(C)cc(=O)oc2c1 (stereo not drawn)
    -9% | 1% | -4%
- COc1ccc(C(=O)N(c2ccccn2)C2CCCCC2)c(OC)c1
    14% | 1% | -19%
- Clc1ccc(CSc2nnc(-c3sccc3-n3cccc3)o2)cc1
    21% | -11% | -6%
- CC(=O)c1cccc(NC(=O)c2ccc3ccccc3c2)c1
    -3% | 8% | -2%
- Cc1ccc(C)c(CSc2cn(CC(=O)N3CCCCCC3)c3ccccc23)c1
    x | 2% | -6%
- O=C(CSc1nc2cc(Cl)ccc2o1)c1cccs1
    13% | u | -8%
- CCOC(=O)N1CCN(CC(O)c2ccc3cc[nH]c3c2)CC1 (stereo not drawn)
    -2% | -1% | -4%
- COCCNCC(=O)NCC12CC3CC(CC(C3)C1)C2
    7% | -10% | -4%
- COc1ccccc1-n1c(SCc2cc(=O)oc3cc(O)ccc23)nc2ccccc2c1=O
    7% | -13% | u
- CCC(C)(C)NC(=O)C(c1ccccc1Cl)N(C(=O)CCC(=O)Nc1cc(C)on1)c1ccc(NC(C)=O)cc1 (stereo not drawn)
    2% | -14% | -5%
- O=P(O)(OCc1ccccc1)OCc1ccccc1
    6% | 9% | -3%
- COc1ccccc1NC1=CC(=O)CC(c2ccccc2)C1 (stereo not drawn)
    1% | 8% | -3%
- CCOC(=O)C(C)NC(=O)c1c2c(nc3ccccc13)C(=O)N(C1CCCCC1)C2 (stereo not drawn)
    x | -4% | -3%
- O=C1OCCC1Sc1nnc(-c2ccco2)n1-c1ccccc1 (stereo not drawn)
    3% | 5% | -1%
- CCOC(=O)c1c(N)n(C2CC(C)(C)NC(C)(C)C2)c2nc3ccccc3nc12
    u | -21% | -15%
- CC1C(=O)Nc2ccccc2N1C(=O)c1cccc(C(F)(F)F)c1 (stereo not drawn)
    -6% | -2% | 9%
- CCCCn1c(N)c(N(CC(C)C)C(=O)c2ccc(S(=O)(=O)N(CC)c3ccccc3)cc2)c(=O)[nH]c1=O
    3% | -4% | 2%
- NS(=O)(=O)c1cccnc1Nc1cccc(Cl)c1Cl
    4% | 4% | x
- O=C1C2CCCN2C(c2cccc(Br)c2)N1c1ccc(F)cc1 (stereo not drawn)
    1% | 16% | -2%
- C/C(Cn1cnc([N+](=O)[O-])n1)=N\NC(=O)c1ccc(O)cc1O
    -8% | 12% | -5%
- CCC(C)C1Nc2ccc(C(=O)NCCc3ccc(OC)c(OC)c3)cc2NC1=O (stereo not drawn)
    -5% | -12% | -7%
- Cc1c(C(=O)N2CCN(c3ccccn3)CC2)oc2c1C(=O)CC(C)(C)C2
    0% | 22% | -2%
- CCCCn1c(N)c(N(CC(C)C)C(=O)C2CC(=O)N(c3ccccc3C(C)CC)C2)c(=O)[nH]c1=O (stereo not drawn)
    -1% | 6% | -1%
- CCCCN(C)CCCNC(=O)Cn1ncc2c3ccccc3n(Cc3ccccc3)c2c1=O
    x | 2% | -1%
- CC(=O)N1CCN(c2ccc(NC(=O)c3ccccc3C)cc2)CC1
    -1% | 1% | -4%
- COc1cccc(/C=C/C(=O)O)c1C(C)C
    2% | x | 7%
- CN(C)c1cccc(C(=O)N/N=C/c2ccccc2F)c1
    5% | 10% | -6%
- CN=c1nc(-c2ccccc2)n(-c2ccccc2)s1
    -2%&5% | u | 2.2µM*
- COc1cc(OC)cc(-c2c(C#Cc3ccsc3)c3cc(-c4cccc5[nH]ccc45)ccc3n2C)c1
    x | 0% | -7%
- CN1CCN(c2ccc(S(=O)(=O)N3CCCCC3)cc2NC(=O)/C=C/c2ccc(OC(F)F)cc2)CC1
    -23% | -1% | -14%
- COc1cccc(NC(=O)CC2Oc3ccccc3NC2=O)c1 (stereo not drawn)
    1% | -24%&16% | -16%&3%
- O=c1[nH]c2ccc(Cl)cc2c(-c2ccccc2)c1N1CCN(c2ccccn2)CC1
    -2% | 0% | -7%
- CCN(CC)CCNC(=O)Cn1nc(-c2ccccc2)c2ccccc2c1=O
    0% | 1% | 1%
- COc1cccc(CNC(=O)Cn2cc3c(n2)CCCCC3)c1
    -27% | -13% | -4%
- COc1cccc(CN(Cc2cccnc2)S(=O)(=O)c2ccc(-n3cnnn3)c(C)c2)c1
    -29% | -3% | -5%
- COc1ccc(CC(=O)NCC(=O)N/N=C/c2ccc(C)o2)cc1
    1% | 3% | -1%
- COc1ccccc1N1CCN(Cc2ccc(Br)o2)CC1
    17% | -6% | -2%
- Cc1ccc(S(=O)(=O)NC(C(=O)N2CCOCCOCCOCCOCC2)C(C)C)cc1 (stereo not drawn)
    1% | -1% | -1%
- COC(=O)c1ccccc1C(=O)N1CC(O)CO1 (stereo not drawn)
    -5% | u | -3%
- CC1CCc2nc3ccc(S(=O)(=O)N4CCC(C(=O)NCc5ccccc5Cl)CC4)cc3c(C(=O)O)c2C1 (stereo not drawn)
    6% | 12%&-3% | -16%&-12%
- Cc1ccc(S(=O)(=O)N2CCN(C(=O)CNC(=O)c3ccc(Br)o3)CC2)cc1
    -4% | -12% | 2%
- CC(C)c1[nH]c(=O)c(C#N)c2c1CSC(C)(C)C2
    0% | 7% | -2%
- O=C(NCc1ccco1)C1CCCN1S(=O)(=O)c1ccc2ccccc2c1 (stereo not drawn)
    22% | 6% | -2%
- COc1ccc(CNc2ncnc3sccc23)cc1OC
    0% | -11% | -4%
- COc1cc(C2NC(=O)c3ccccc3O2)cc(OC)c1OC (stereo not drawn)
    8% | -3% | -10%

Entries listed so far containing an NH in an aromatic ring:
Below each compound: N370S GC | FEN1 inhibitor | GCN5L2 inh
- CCOC(=O)N1CCN(CC(O)c2ccc3cc[nH]c3c2)CC1 (stereo not drawn)
    -2% | -1% | -4%
- CCCCn1c(N)c(N(CC(C)C)C(=O)c2ccc(S(=O)(=O)N(CC)c3ccccc3)cc2)c(=O)[nH]c1=O
    3% | -4% | 2%
- CCCCn1c(N)c(N(CC(C)C)C(=O)C2CC(=O)N(c3ccccc3C(C)CC)C2)c(=O)[nH]c1=O (stereo not drawn)
    -1% | 6% | -1%
- COc1cc(OC)cc(-c2c(C#Cc3ccsc3)c3cc(-c4cccc5[nH]ccc45)ccc3n2C)c1
    x | 0% | -7%
- O=c1[nH]c2ccc(Cl)cc2c(-c2ccccc2)c1N1CCN(c2ccccn2)CC1
    -2% | 0% | -7%
- CC(C)c1[nH]c(=O)c(C#N)c2c1CSC(C)(C)C2
    0% | 7% | -2%

Some values from the entries so far.
COc1ccc(CC(=O)NCC(=O)N/N=C/c2ccc(C)o2)cc1 | GCN5L2 inh: -1%
COCCNCC(=O)NCC12CC3CC(CC(C3)C1)C2 | FEN1 inhibitor: -10%

Entries of single compounds, quoted from the list. Values in the order: N370S GC	FEN1 inhibitor	GCN5L2 inh
Listed for COc1ccc(CNc2ncnc3sccc23)cc1OC → 0%	-11%	-4%
Listed for CN(C)c1cccc(C(=O)N/N=C/c2ccccc2F)c1 → 5%	10%	-6%

New compounds follow.
SMILES	N370S GC	FEN1 inhibitor	GCN5L2 inh
CCOc1ccc(CCNC(=O)C2CC=CCC2C(=O)OC(C)C)cc1OCC (stereo not drawn)	-12%	19%	2%
CCN(C(=O)COC(=O)Cc1ccc(F)cc1)c1c(N)n(Cc2ccccc2)c(=O)[nH]c1=O	x	17%	2%
Cc1nn(Cc2cccc(C(=O)Nn3cc([N+](=O)[O-])cn3)c2)c(C)c1[N+](=O)[O-]	-3%	7%	-2%
CCN(CC)C(=O)CSc1nc(OC)cc(=O)[nH]1	-2%	8%	-6%
COc1cccc(C(=O)OCC(=O)N2CCC(Cc3ccccc3)CC2)c1OC	x	7%	-4%
CCN(CC)CCc1c(C)[nH]c(C(=O)OCc2ccccc2)c1C	-8%	-6%	-11%
CCOc1ccc2cc(C3CC(c4ccco4)=NN3S(C)(=O)=O)c(=O)[nH]c2c1 (stereo not drawn)	2%	-5%	0%
CCC(=O)Nc1nc(C)c(-c2csc(Nc3ccc(C(=O)O)cc3)n2)s1	-3%	-14%	-5%
COc1ccc([N+](=O)[O-])cc1-n1cnnn1	-2%	-3%	1%
O=C(c1cccs1)N1CCCC(c2nc3c(nnn3Cc3cccc(Cl)c3)c(=O)[nH]2)C1 (stereo not drawn)	2%	-29%	-2%
C/C(CC(=O)Nc1ccc(F)cc1F)=N\NC(=O)C(=O)N1CCCCC1	-6%	x	4%
Cc1cccc(C)c1NC(=O)CN1CCN(C(=O)c2ccc(OCc3cn4ccccc4n3)cc2)CC1	x	3%	-16%
Cc1nc(-c2ccc(Cl)cc2)sc1C1(C)CC(c2cccc(F)c2)=NO1 (stereo not drawn)	28%	-15%	-2%
CC(C)(C)NC(=O)CN(C(=O)C(=O)Nc1ccc2c(c1)OCCO2)C1CCCC1	-12%	1%	-2%
O=Cc1cn[nH]c1-c1ccccc1	-1%	0%	1%
Cn1cccc1C(=O)OCC(=O)c1c[nH]c2ccccc12	x	3%	-6%
Cc1ccc(N/N=C/c2ccc(N3CCOCC3)cc2)cc1C	5%	4%	-7%
Cn1c(=O)c2c([nH]c(=O)n2Cc2ccc(Cl)cc2Cl)n(C)c1=O	x	-18%	-4%
CC(CCc1ccccc1)NC(=O)COC(=O)c1ccc(NC(=O)CC#N)cc1 (stereo not drawn)	-1%	40%[activator]	u
O=C1Cc2ccccc2C(c2c(Cl)cccc2Cl)N1 (stereo not drawn)	3%	-2%	-6%
CCOc1cc(C(=O)Nc2ccc3c(c2)OCO3)ccc1OC(F)F	7%	-4%	-4%
Cc1ccc(C(=O)NCCCNC(=O)c2ccccc2C)cn1	-1%	-13%	2%
CC(C)C[C@H](NC(=O)C1CC(=O)N(c2ccc3c(c2)OCO3)C1)C(=O)NC1CCCCC1 (stereo partly drawn)	1%	-4%	-3%
Cc1ccccc1-c1nc(N2CCN(C)CC2)c2ccccc2n1	-4%	x	-11%
Cc1nn(C)c(C(=O)N2CCOCC2)c1Cl	u	9%	-4%
COC(=O)Nc1nc2c(C)cccc2s1	1%	-7%	0%
Cc1ccc(CS(=O)Cc2ccc(C(=O)NCCc3ccccc3)o2)cc1 (stereo not drawn)	26%	-5%	0%
COc1cccc(Cn2ccn(-c3ccc(F)cc3)c(=O)c2=O)c1	x	1%	-2%
Cc1ccc(NS(=O)(=O)c2ccc(C(=O)NCCN3CCOCC3)cc2)cc1	x	-5%	2%
c1ccc(OCc2nn3c(-c4ccco4)nnc3s2)cc1	9%	7%	-1%
c1ccc(Nc2ccc(-n3ccnc3)nn2)cc1	3%	-19%	-6%
C=CCNC(=S)N/N=C/c1ccc(-c2ccc(Br)cc2)o1	5%	-9%	-9%
CC1=C(C(=O)OCc2ccc3c(c2)OCO3)C(c2ccc(Cl)cc2)NC(=O)N1 (stereo not drawn)	-1%	9%	-5%
CN(C)S(=O)(=O)c1ccc(F)c(C(=O)Nc2ccccc2C(=O)NC2CC2)c1	x	-3%	-7%
